Salmonella PhoP GFP – PhoP regulon inhibitors, Salmonella typhi PhoP promoter GFP reporter, confirmatory (AID 1850). Salmonella Typhi PhoP-promoter GFP reporter, fluorescence, 4 h; higher % means a stronger effect. inhibition, % at 50 µM; hits with a dose series show IC50 in µM. 310,000 compounds, 0.33% hits; in the data active = a potency from the dose series; inconclusive = inhibition mostly from about 25% at the one dose, without a potency; inactive = the rest, 99 in 100 with inhibition below about 19%;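 also: 0% = induced wells with vehicle and 100% = uninduced wells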
M. tuberculosis – growth inhibition of non-replicating M. tuberculosis (AID 488890); Mycobacterium tuberculosis non-replicating, growth inhibition; higher % means a stronger effect; one-dose inhibition, % at 25 µM; IC50 in µM for titrated hits; 320,000 compounds, 0.39% hits; in the data active = a potency from the dose series; inconclusive = inhibition mostly from about 82% at the one dose, without a potency; inactive = the rest, 99 in 100 with inhibition below about 76%;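 also: plate controls were DMSO cells for no effect and high antibiotic wells for full effect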
H37Rv inhibition – M. tuberculosis growth inhibition, HTS (AID 449762); M. tuberculosis H37Rv growth inhibition, 7H9 media; higher % means a stronger effect; one-dose inhibition, % at 25 µM; IC50 in µM for titrated hits; 330,000 compounds, 0.59% hits; in the data active = a potency from the dose series; inconclusive = inhibition above about 70% without an active follow-up result;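 also: bacterial growth assessed after seven days of incubation; strong numbers were not always called active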
inhibitors of VEEV – inhibitors of VEEV TC-83 cytopathic effect, confirmation, Vero cells (AID 588727); one-dose inhibition, % at 20 µM; IC50 in µM for titrated hits; 350,000 compounds, 0.13% hits; Vero cells, VEEV TC-83 cytopathic effect inhibition; higher % means a stronger effect; in the data active = a potency from the dose series; inconclusive = inhibition mostly from about 14% at the one dose, without a potency; inactive = the rest, 99 in 100 with inhibition below about 12%; also: strong numbers were not always called active
H1N1 NS1A inhibition – H1N1 influenza NS1A inhibitors, functional cell based assay (AID 504329); inhibition, % at 12.5 µM; hits with a dose series show IC50 in µM; NS1A functional cell-based assay, percent inhibition; higher % means a stronger effect; 340,000 compounds, 0.3% hits; in the data active = a potency from the dose series; inconclusive = inhibition above about 27% without an active follow-up result; also: strong numbers were not always called active
inhibitors of VEEV 10K pilot screen – second read-out of inhibitors of VEEV, no call of its own (marks repeat the call); inhibition, %; measured here: 10K pilot screen inhibition
Starred values were filed as active, the others as inactive; i = inactive; u = inconclusive; x = not tested or not shown.

SMILES | Salmonella PhoP GFP | M. tuberculosis | H37Rv inhibition | inhibitors of VEEV | H1N1 NS1A inhibition | others
CCN(CC)C1Oc2cc3c(cc2C(c2cc(OC)c(OC)c(OC)c2)C1C)OCO3 (stereo unspecified) | x | x | x | 10.6% | 7.7%
CCOc1cc(/C=C2\CCC/C(=C\c3cc(Cl)c(O)c(OCC)c3)C2=O)cc(Cl)c1O | 2.6% | -6.4% | 0.8% | u | 6.8%
Cc1c(C(=O)N2CC(C)OC(C)C2)oc2ccccc12 (stereo unspecified) | -1.6% | 8.7% | -5.2% | 3.1% | 15.8%
Cc1ccc(C)c(S(=O)(=O)N2CCN(C(C)C(=O)Nc3ccccc3-c3ccccc3)CC2)c1 (stereo unspecified) | -6.0% | 36.5% | 17.5% | 4.2% | -2.2%
CC(C)CNS(=O)(=O)c1ccc(CCC(=O)NCc2cccnc2)cc1 | 14.1% | 2.1% | 9.7% | 2.8% | -49.9%
O=C1NC(=O)C(Cc2ccccc2)(Cc2ccccc2)C(=O)N1Cc1ccccc1 | x | x | x | 0.7% | -1.4%
Cc1nc(-c2cc(-c3nc(-c4ccc(C(C)(C)C)cc4)no3)no2)cs1 | -19.5% | -6.2% | 0.9% | 4.2% | -23.8%
C=CC[C@@H](CC(=O)NCCO)C(=O)N[C@H](C)COC(=O)[C@@H](CC=C)CC(=O)OC(C)(C)C | x | -10.8% | 7.4% | 0.1% | -4.3%
CCCCN(C(=O)C(C)Oc1cccc(Cl)c1)c1c(N)n(CCC)c(=O)[nH]c1=O (stereo unspecified) | -0.2% | 6.1% | -3.6% | 1.7% | -12.8%
C=CCNC(=O)CN(c1cccc(Br)c1)S(C)(=O)=O | -5.2% | 1.5% | -1.4% | 1.3% | -5.4%
COc1ccc(C(=O)NCCN2CCOCC2)c(OC)c1 | 3.5% | -5.7% | -3.8% | 0.8% | 1.3%
Cc1cccn2c(=O)c3cc(C(N)=S)c(=N)n(CCCN4CCOCC4)c3nc12 | 2.8% | 55.4% | 1.5% | 2.0% | 15.4%
NC(=O)NC(Cc1ccccc1)C(=O)O (stereo unspecified) | 20.7% | -2.8% | -7.1% | i | -16.6%
Cc1csc(CN(C)C(=O)CC2C(=O)NCCN2Cc2ccc(F)cc2Cl)n1 (stereo unspecified) | -5.1% | 12.5% | 3.0% | 1.2% | -3.8%
Nc1nc(N)c2cnnn2n1 | x | x | x | 2.6% | -2.8%
CCc1ccc(N2CN(CCc3ccccc3)CNC2=S)cc1 | -2.4% | 54.2% | 53.3% | i | x
Cc1cc(C)nc(SC2CCCCC2NS(=O)(=O)c2ccccc2)n1 (stereo unspecified) | -1.8% | -6.2% | -0.7% | 3.4% | 2.9%
Cc1onc(-c2ccccc2)c1C(=O)Nc1ccc(Br)cc1Cl | 0.5% | 5.3% | 10.8% | 0.8% | 13.8%
O=[N+]([O-])c1cnccc1Nc1ccccc1 | 1.5% | 3.2% | -0.7% | 2.3% | 2.4%
O=C(CCNS(=O)(=O)c1ccc(Br)cc1)NCC1CCCO1 (stereo unspecified) | x | 1.2% | -8.2% | 2.9% | -0.9%
COc1cccc(/C(O)=C2/C(=O)C(=O)N(c3ccccn3)C2c2ccc(OC)c(OC)c2)c1 (stereo unspecified) | 0.3% | -5.2% | 6.9% | 2.4% | -4.1%
O=C(NNC(=O)c1cccnc1Cl)c1ccc(F)cc1 | -5.0% | 0.5% | -0.6% | 4.6% | -1.3%
CC(C)c1ccc(S(=O)(=O)c2nnn3c2nc(NCC2CCCO2)c2ccccc23)cc1 (stereo unspecified) | 3.1% | 1.5% | -1.0% | 1.6% | -6.5%
CCn1c(SCC(=O)Nc2cc(C)ccc2C)nnc1-c1cnccn1 | 10.0% | -3.7% | -4.4% | 3.3% | -32.5%
Fc1cnc(N2CCOCC2)nc1NCc1ccccc1 | 3.7% | -8.9% | 0.1% | i | 3.4%
CCOc1ccc2nc(SCc3ccc(C(=O)OC)o3)[nH]c2c1 | -13.7% | 41.6% | x | 3.8% | 5.6%
O=S(=O)(c1cccc2nsnc12)N1CCCCC1 | 6.2% | 2.5% | 4.8% | i | 15.8%
CCN(CC)S(=O)(=O)c1cc(Br)c(C)cc1OC | 5.0% | 12.2% | 4.0% | 4.7% | 1.8%
O=C(Cn1nnc(-c2ccc(Cl)cc2)n1)N1CCN(C(=O)c2ccco2)CC1 | x | 43.6% | 22.8% | 2.5% | -8.8%
CC(C)C1Nc2ccc(C(=O)NC3CCCCC3)cc2NC1=O (stereo unspecified) | 8.1% | -6.0% | -0.4% | 3.3% | 0.1%
O=C(Nc1ccc2ccccc2c1)c1cn(-c2ccccc2)nc1-c1cccs1 | 8.4% | 13.4% | -4.3% | 7.5% | -5.0%
Cc1ccc(S(=O)(=O)N2CCOCC2)cc1C(=O)Nc1nc2ccccc2[nH]1 | 0.5% | -11.1% | 8.5% | 12.5% | -20.2%
O=C(NCCCN1CCCC1)[C@H](CSCc1ccccc1)N1Cc2ccccc2C1=O | 0.8% | 19.9% | -0.8% | i | 2.8%
CSc1nc(-c2ccco2)nn1C(=O)c1ccccc1 | 4.5% | -12.5% | -6.6% | i | 1.3%
COc1cc(OC)cc(-c2c(-c3cccs3)c3cc(-c4cnc(N)nc4)ccc3n2C)c1 | x | 4.9% | -1.3% | 0.9% | 2.5%
CCOc1ccc(N(CC(=O)NC2CCCCC2C)S(=O)(=O)c2c(C)noc2C)cc1 (stereo unspecified) | 6.2% | -7.1% | -1.7% | 1.6% | -7.1%
Cc1[nH]c2ccccc2c1C(=O)CSc1nc2cc(S(=O)(=O)N3CCCCC3)ccc2o1 | -18.1% | 16.9% | 4.5% | 3.8% | -14.6%
C=CC(COCc1ccccc1)N(CC(=O)OC)S(=O)(=O)c1cc(Br)ccc1OC (stereo unspecified) | x | -5.2% | 2.6% | 4.0% | -6.6%
COC(=O)c1ccc(OCC(=O)Nc2ccsc2C(=O)OC)cc1 | 1.7% | 46.4% | 3.0% | 2.7% | -14.3%
COc1cccc(N=C2C(=O)N3CCCc4cccc2c43)c1 | -3.1% | 15.9% | 9.6% | 2.5% | 2.9%
Cc1nn(-c2ccccc2)c(C)c1NC(=O)COc1ccc2ccccc2c1 | 4.5% | 12.3% | -1.3% | 4.6% | -0.6% | inhibitors of VEEV 10K pilot screen=12.9
CCOC(=O)N1CCN(c2c(N3CCOCC3)c(=O)c2=O)CC1 | 23.1% | x | 2.8% | 0.8% | 5.2%
Cc1oc(-c2ccc(Cl)cc2)nc1CS(=O)CC(=O)NC1CCCCCC1 (stereo unspecified) | -10.3% | 13.0% | 2.1% | 0.1% | 13.9%
O=C(Nc1cccc(F)c1)C1C2C=CC3(CN(CCCN4CCOCC4)C(=O)C13)O2 (stereo unspecified) | 5.2% | 0.4% | -4.1% | 1.9% | -0.1%
COC(=O)c1sccc1NC(=O)c1cc2c(s1)CCCC2 | -2.6% | 20.3% | -5.8% | i | 0.1%

Fetched by compound from the entries so far:
SMILES | Salmonella PhoP GFP | M. tuberculosis | H37Rv inhibition | inhibitors of VEEV | H1N1 NS1A inhibition | others
CC(C)CNS(=O)(=O)c1ccc(CCC(=O)NCc2cccnc2)cc1 | 14.1% | 2.1% | 9.7% | 2.8% | -49.9%
CSc1nc(-c2ccco2)nn1C(=O)c1ccccc1 | 4.5% | -12.5% | -6.6% | i | 1.3%
Cc1cccn2c(=O)c3cc(C(N)=S)c(=N)n(CCCN4CCOCC4)c3nc12 | 2.8% | 55.4% | 1.5% | 2.0% | 15.4%
O=C(NNC(=O)c1cccnc1Cl)c1ccc(F)cc1 | -5.0% | 0.5% | -0.6% | 4.6% | -1.3%
O=C(Nc1ccc2ccccc2c1)c1cn(-c2ccccc2)nc1-c1cccs1 | 8.4% | 13.4% | -4.3% | 7.5% | -5.0%
Cc1onc(-c2ccccc2)c1C(=O)Nc1ccc(Br)cc1Cl | 0.5% | 5.3% | 10.8% | 0.8% | 13.8%
Cc1c(C(=O)N2CC(C)OC(C)C2)oc2ccccc12 (stereo unspecified) | -1.6% | 8.7% | -5.2% | 3.1% | 15.8%

Next entries follow:
SMILES | Salmonella PhoP GFP | M. tuberculosis | H37Rv inhibition | inhibitors of VEEV | H1N1 NS1A inhibition | others
Cc1cc(C)c(NC(=O)COC(=O)Cc2cccs2)c(C)c1 | -4.3% | -6.5% | -1.4% | i | 1.1%
Cc1nn(Cc2cccc(C(=O)N3N=C(C(F)F)CC3(O)C(F)F)c2)c(C)c1[N+](=O)[O-] (stereo unspecified) | -9.0% | 72.4% | 4.1% | 1.3% | 4.9%
CCN(CC)CCNC(C(=O)Nc1cc(C(F)(F)F)ccc1Cl)c1ccccc1 (stereo unspecified) | 2.5% | 21.5% | 5.8% | i | -8.1%
Cc1ccc(S(=O)(=O)NC2=NCN(Cc3ccccc3)CN2)cc1 | 3.6% | -6.8% | -5.2% | 3.4% | 2.7%
O=C(CN1CCN(c2ccccc2O)CC1)Nc1cccnc1Cl | -7.5% | 15.7% | 2.6% | 2.0% | -3.2%
O=C(Cn1nnc(-c2ccc3c(c2)OCO3)n1)Nc1ccccc1C(=O)O | -17.4% | 23.6% | 15.5% | 2.0% | -12.0%
CCNC(=O)c1cccc(S(=O)(=O)N2CCCCCC2)c1 | -2.8% | -16.9% | -8.7% | 0.5% | -4.4%
COc1cccc(NC(=O)Nc2c(C)n(C)n(-c3ccccc3)c2=O)c1 | -1.2% | -3.3% | -12.3% | 2.1% | 4.1%
O=C(CCN1CCOCC1)NC12CC3CC(CC(C3)C1)C2 | -5.2% | -5.1% | -8.6% | i | -6.4%
CCOC(=O)c1[nH]c(C)c(C(=O)NCc2ccco2)c1C | -8.6% | -19.2% | -2.3% | 1.2% | -5.7%
COCCCNC(=O)CSc1nc2cc(C(=O)NCCOC)ccc2c(=O)n1Cc1ccc2c(c1)OCO2 | -2.0% | 19.6% | -7.1% | 1.3% | 1.5%
O=C(Cn1cnc2c(nnn2Cc2ccc(Cl)cc2)c1=O)NC1CCCC1 | 4.9% | -1.9% | -8.8% | 2.0% | 3.1%
O=C(NCc1cccs1)C1CCN(S(=O)(=O)c2cccc3cccnc23)CC1 | 14.3% | x | 13.4% | 3.4% | -12.5%
CCCC(=O)Nc1ccc2c(c1)c1ccccc1n2CC | -6.4% | 5.1% | -13.6% | 1.4% | -3.3%
CCOC(=O)C1=C(C)N(CCCCCC(=O)O)C(=O)NC1c1ccccc1OC(=O)c1cccs1 (stereo unspecified) | 1.4% | 8.3% | 6.8% | x | x
CC(c1ccco1)N(C(=O)c1ccc(C(F)(F)F)cc1)c1ccccn1 (stereo unspecified) | -2.9% | 4.2% | 1.9% | 1.6% | -4.4%
CC1CCN(S(=O)(=O)c2ccc3c(c2)CC(C)N3C(=O)C2CCC2)CC1 (stereo unspecified) | -11.1% | 25.6% | 1.9% | i | 1.5%
O=C(Nc1ccnn1C1CCN(Cc2ccc(O)c(Cl)c2)CC1)C1CCCC1 | 1.5% | -19.1% | 1.5% | 5.6% | -0.4%
O=C(Nc1cccc(S(=O)(=O)N2CCOCC2)c1)C1=NN(c2ccccc2)C(=O)CC1 | -16.2% | -14.2% | 1.5% | 0.6% | -2.5%
O=C(NCc1cccs1)c1ccccc1C(=O)NCc1cccs1 | 4.1% | 20.6% | -5.0% | i | -5.3%
O=C(Nc1ccc2c(c1)S(=O)(=O)N=C1CCCCCN12)c1ccccc1Cl | -6.2% | 12.9% | -2.3% | 1.0% | 13.1%
CC(=O)Nc1ccc(S(=O)(=O)NC(CC(=O)N2CCC3(CC2)OCCO3)C(C)C)cc1 (stereo unspecified) | -1.8% | 76.7% | 4.6% | 0.6% | -14.0%
CC(=O)NCc1ccc2[nH]c(C)cc2c1 | -5.8% | -0.8% | -5.1% | 1.0% | 23.4% | inhibitors of VEEV 10K pilot screen=0.6
CCOc1cc(C(=O)N2CCC3(CC2)NCCc2[nH]cnc23)cc(OCC)c1OCC | 2.8% | -4.0% | 4.2% | i | 5.6%
CC(CCCN(C)C)C(Cc1ccccc1)c1ccccc1 (stereo unspecified) | 13.2% | 72.8% | 1.3% | i | x
CN(C)C1N(C(=O)c2ccccc2)N=C2c3ccccc3S(=O)(=O)N21 (stereo unspecified) | 7.8% | 7.5% | -8.7% | 0.5% | 1.1%
COc1ccc2[nH]c(=O)c(CN(Cc3ccccc3)Cc3nnnn3CC3CCCO3)cc2c1 (stereo unspecified) | 2.0% | 15.8% | -8.0% | 12.2% | 5.1%

Screening data (PubChem BioAssay)
